Source: PubChem BioAssay
RGS4 inhibitor = human RGS4 inhibition. P49798. Potency, µM (highest dose often 114 µM), inactives show at the highest dose activity change, negative = inhibition, actives largely listed as inhibitors. 390,000 compounds, 0.039% hits. Transcreener GDP fluorescence polarization, RGS4-accelerated GTP hydrolysis; note: potency is the fitted concentration of half-maximal effect; % is set by controls: 0 for no effect and ±100 for the full control effect; nearly all actives have a fitted effect of over 75% in size; some results filed as inactive show a strong effect at the top dose
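MLSMR compounds (23 nl, pin-transferred) preincubated 10 min at room temperature with a 500nM (2x) first reagent, then RGS4 at 900nM (2x) plus Transcreener GDP mix added; fluorescence polarization (620/688 nm) read before and after 90 min at 30 °C.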
BAZ2B block = inhibitors of human BAZ2B bromodomain; AlphaScreen BAZ2B-H3K14Ac peptide displacement; Potency, µM (top dose mostly 114 µM), inactives show at the highest dose activity change, negative = inhibition, hits mostly inhibitors; 360,000 compounds, 4.4% hits; AID 504333; note: potency is the fitted concentration of half-maximal effect; % is set by controls: 0 for no effect and ±100 for the full control effect; nearly all actives have a fitted effect of over 60% in size
Target sequence (Q9UIF8 whole entry, looked up): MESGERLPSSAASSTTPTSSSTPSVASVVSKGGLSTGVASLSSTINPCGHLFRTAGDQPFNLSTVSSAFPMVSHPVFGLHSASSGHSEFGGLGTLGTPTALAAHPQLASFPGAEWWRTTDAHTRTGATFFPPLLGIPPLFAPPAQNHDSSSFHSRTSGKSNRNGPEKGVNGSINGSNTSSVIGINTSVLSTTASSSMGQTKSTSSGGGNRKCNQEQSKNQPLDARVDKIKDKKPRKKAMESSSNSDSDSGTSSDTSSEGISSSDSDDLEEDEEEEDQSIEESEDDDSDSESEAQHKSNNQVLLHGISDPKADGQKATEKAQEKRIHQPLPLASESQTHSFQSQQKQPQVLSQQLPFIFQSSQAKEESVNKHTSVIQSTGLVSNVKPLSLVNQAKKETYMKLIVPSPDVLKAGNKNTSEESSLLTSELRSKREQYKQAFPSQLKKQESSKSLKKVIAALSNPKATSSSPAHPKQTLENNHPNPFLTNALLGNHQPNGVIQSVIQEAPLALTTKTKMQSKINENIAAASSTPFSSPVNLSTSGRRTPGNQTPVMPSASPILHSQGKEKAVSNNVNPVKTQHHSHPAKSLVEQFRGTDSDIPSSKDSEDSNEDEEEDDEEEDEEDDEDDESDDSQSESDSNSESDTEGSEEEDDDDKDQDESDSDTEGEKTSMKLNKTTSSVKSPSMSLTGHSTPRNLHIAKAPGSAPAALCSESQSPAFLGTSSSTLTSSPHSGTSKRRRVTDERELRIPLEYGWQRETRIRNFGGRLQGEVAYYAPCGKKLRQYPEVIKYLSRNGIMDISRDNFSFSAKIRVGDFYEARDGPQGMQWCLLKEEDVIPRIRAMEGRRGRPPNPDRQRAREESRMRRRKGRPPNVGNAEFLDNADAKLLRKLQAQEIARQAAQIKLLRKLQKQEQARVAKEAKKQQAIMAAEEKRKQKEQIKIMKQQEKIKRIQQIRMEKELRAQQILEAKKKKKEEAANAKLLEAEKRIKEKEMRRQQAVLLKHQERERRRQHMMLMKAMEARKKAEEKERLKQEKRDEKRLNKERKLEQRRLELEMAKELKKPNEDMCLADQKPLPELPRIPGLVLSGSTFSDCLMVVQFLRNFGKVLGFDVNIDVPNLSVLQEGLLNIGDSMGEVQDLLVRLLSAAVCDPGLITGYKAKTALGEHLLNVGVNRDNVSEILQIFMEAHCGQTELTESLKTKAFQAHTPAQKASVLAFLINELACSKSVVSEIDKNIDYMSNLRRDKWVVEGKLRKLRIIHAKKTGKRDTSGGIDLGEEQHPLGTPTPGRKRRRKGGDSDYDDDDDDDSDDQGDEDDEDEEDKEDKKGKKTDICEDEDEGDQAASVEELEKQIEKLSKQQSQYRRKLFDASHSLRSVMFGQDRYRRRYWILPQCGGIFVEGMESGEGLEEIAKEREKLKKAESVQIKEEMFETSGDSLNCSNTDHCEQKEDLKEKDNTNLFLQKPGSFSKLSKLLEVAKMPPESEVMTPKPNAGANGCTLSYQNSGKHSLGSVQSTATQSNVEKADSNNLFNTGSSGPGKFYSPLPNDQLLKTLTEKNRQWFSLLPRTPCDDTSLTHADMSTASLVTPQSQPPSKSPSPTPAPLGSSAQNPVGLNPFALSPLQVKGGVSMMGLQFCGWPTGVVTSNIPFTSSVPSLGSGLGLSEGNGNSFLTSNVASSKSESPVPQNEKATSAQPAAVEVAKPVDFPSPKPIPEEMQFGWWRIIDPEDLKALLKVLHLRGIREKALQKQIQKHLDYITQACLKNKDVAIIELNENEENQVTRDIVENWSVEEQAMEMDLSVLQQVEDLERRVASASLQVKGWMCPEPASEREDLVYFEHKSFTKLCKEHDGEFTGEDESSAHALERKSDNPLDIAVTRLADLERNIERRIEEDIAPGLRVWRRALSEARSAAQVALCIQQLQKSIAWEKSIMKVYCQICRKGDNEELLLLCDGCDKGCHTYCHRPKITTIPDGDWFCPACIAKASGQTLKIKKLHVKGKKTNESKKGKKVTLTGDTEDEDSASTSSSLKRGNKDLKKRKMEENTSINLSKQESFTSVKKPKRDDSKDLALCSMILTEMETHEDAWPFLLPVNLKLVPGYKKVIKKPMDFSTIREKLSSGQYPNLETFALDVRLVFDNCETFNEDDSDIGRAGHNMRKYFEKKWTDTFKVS
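Complex of BAZ2B and biotin-H3K14Ac (50 nM apiece) forms over 30 min at RT, then faces library compounds up to 110 uM for another 30 min; AlphaScreen beads added, 20 min dark incubation, luminescence read.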
JMJD2A Tudor inh = blocks the human JMJD2A Tudor domain | O75164 | 390,000 compounds, 4.4% hits | AID 504339 | Potency, µM (highest dose often 114 µM), without a hit: top-dose activity change, negative = inhibition, usual class: inhibitors | AlphaScreen JMJD2A-Tudor / H3K4me3 peptide binding; note: potency is the fitted concentration of half-maximal effect; % is set by controls: 0 for no effect and ±100 for the full control effect; nearly all actives have a fitted effect of over 50% in size
PI4K2A block = inhibitors of human PI4K2A | activity change, negative = inhibition, % at 76.9 µM | 420,000 compounds, 0.13% hits | Q9BTU6 | purified PI4K2A, ADP-Glo luminescence, 1 h; active compounds read low; in the data active = activity change below about -50%; inconclusive = mostly about -30% to -49%;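 note: -100% = wells without enzyme as full effect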
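In this quantitative HTS, ADP production by PI4K2A was quantified luminescently after 1 h at ambient temperature; 100 microM adenosine served as plate-quality control.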
HP1b chromo inh = HP1-beta chromodomain-methylated histone interaction inhibition; P83916; AlphaScreen HP1-beta / biotin-H3K9me3 peptide binding; Potency, µM (highest dose often 114 µM), without a hit: at the highest dose activity change, negative = inhibition, hits mostly inhibitors; 390,000 compounds, 0.56% hits; note: potency is the fitted concentration of half-maximal effect; nearly all actives have a fitted effect of over 70% in size; inactives centre near 23
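Compound inhibition of the preformed complex between 50 nM HP1-beta and 50 nM biotinylated H3K9me3 peptide was read by AlphaScreen. Buffer was PBS pH 7.4 with 0.01% Tween-20. Incubations ran 30 min at room temperature, with 10 ug/mL donor/acceptor beads.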
G9a inh = inhibitors of human histone lysine methyltransferase G9a | Q96KQ7 | G9a H3K9 monomethylation, AlphaScreen, 2 h | Potency, µM (titrated, usually from 102 µM), for inactives: at the top dose activity, negative = inhibition, hits mostly inhibitors | 350,000 compounds, 8.8% hits | AID 504332; note: potency is the fitted concentration of half-maximal effect; % is set by controls: 0 for no effect and ±100 for the full control effect; nearly all actives have a fitted effect of over 75% in size
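AlphaScreen read-out: biotin-H3K9 peptide (500 nM) methylation by 20 nM enzyme with 20 uM SAM, 2 h at room temperature after 15 min compound preincubation; anti-monomethyl H3K9 antibody plus donor/acceptor beads, 10 min dark.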
GLS inh = glutaminase GLS (human) inhibition. O94925. GLS enzymatic activity, qHTS titration. Potency, µM (highest dose often 45.5 µM), without a hit: at the highest dose activity change, negative = inhibition, actives largely listed as inhibitors. 410,000 compounds, 0.21% hits. AID 624170; note: potency is the fitted concentration of half-maximal effect; % is set by controls: 0 for no effect and ±100 for the full control effect
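Enzyme dispensed in phosphate buffer (45 mM, pH 8.2, 0.02% Tween-20), compounds pinned in, then 1 mM L-glutamine solution and the glutamate oxidase–HRP–Amplex Red mix added; fluorescence read immediately and again after 30 min at room temperature.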
ALOX12 inh = inhibitors of human 12S-lipoxygenase ALOX12; 580,000 compounds, 1.1% hits; purified 12hLO, xylenol orange hydroperoxide absorbance; P18054; Potency, µM (series often up to 108 µM), inactives show at the highest dose activity change, negative = inhibition, actives largely listed as inhibitors; note: potency is the fitted concentration of half-maximal effect; % is set by controls: 0 for no effect and ±100 for the full control effect
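Purified human 12hLO (150 nM final) in 25 mM Hepes, 0.01% Triton X-100, pH 7.0 was preincubated 15 min at room temperature with compound. Then 40 uM arachidonic acid was added, 30 min. Hydroperoxide was read by Fe-XO absorbance ratio 573/405 nm.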
ERG-DNA inh = blocks human ERG Ets domain binding to DNA | fluorescence polarization, His-ERG Ets domain / labelled DNA | P11308 | 370,000 compounds, 0.028% hits | AID 624246 | Potency, µM (top dose mostly 76.9 µM), without a hit: at the top dose FP activity, negative = inhibition, actives largely listed as inhibitors; active = well fitted inhibition curve with a large enough effect in the polarisation, with a control signal flat; inconclusive = small, poorly fitted or top-dose-only effect, or effect the other way, or a change in a side signal; inactive = no such curve, though single readings can be large or run the other way; the % refers to the polarisation;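 note: polarization taken with two DNA probes labelled with fluorescein and Texas red; potency is the fitted concentration of half-maximal effect; % of control where 0% means no effect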
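His-tagged ERG Ets domain (1 uM in the protein solution; 300mM KCl, 50mM Tris-HCl, 1mM EDTA, 1mM DTT, pH 7.5) received compound, then a probe mix of 5 nM fluorescein-DNA and 100nM Texas-615-DNA. Fluorescence polarization was read for both dyes.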
The depositor's hits bear a star; ? = inconclusive; . = no result given; & = joins results of further samples; [ ] = another dose, or the depositor's remark. Unless noted, calls come from the whole dose curve; as a rule, active = well fitted curve in the direction sought with a large enough effect; inconclusive = small, poorly fitted or top-dose-only effect, or another doubt; inactive = no such curve, though single readings can be large; an effect the other way counts as inactive or inconclusive. The list is partial; count on the stated rates, not on these rows.

SMILES	RGS4 inhibitor	BAZ2B block	JMJD2A Tudor inh	PI4K2A block	HP1b chromo inh	G9a inh	GLS inh	ALOX12 inh	ERG-DNA inh
CCC1CCCCN1CC(=O)Nc1cc(C)nn1-c1nc(C)cc(C)n1 (stereo not drawn)	12%	13%	-30%	-5	20%	-1%	5%	21%	-4%
N#Cc1ccc(OCC(=O)OCCCOC(=O)COc2ccc(C#N)cc2)cc1	6%	29%	-6%	4	19%	?	7%	-4%	-4%
CC(=O)Nc1cccc(-c2nnc(-c3ccc(C)cc3)o2)c1	-4%	7%	-19%	-1	48%[activator]	13%[59 µM]	-5%	?	-9%
O=C(CSc1nnnn1-c1cccc2ccccc12)Nc1ccc(N2CCOCC2)c(Cl)c1	21%	2%	-19%	10	14%	-3%	-2%	-21%	1%
COc1cc(CN(C(=S)NCC(=O)NC2CCCC2)C2CCCC2)cc(OC)c1OC	-10%	8%	-18%	-4	1%	-2%[59 µM]	9%	0%	5%
O=C(CN(Cc1ccccc1)S(=O)(=O)c1ccc(Br)cc1)NCC1CCCO1 (stereo not drawn)	-1%	1%	-3%	3	24%	4%	-24%	0%	-15%
CC(=O)c1cccc(NC(=O)C2CCCN(S(=O)(=O)c3ccccc3)C2)c1 (stereo not drawn)	3%	-5%	-13%	-4	-11%	-4%[12.7 µM]	12%	18%	1%
CN(Cc1cn(C)c2ccccc12)C(=S)Nc1cc(F)cc(F)c1	-31%	-35%	?	0	3%	21%[59 µM]	9%	-10%	.
Cc1cc(/C=N\NC(=O)COc2cccc3cccnc23)c(C)n1-c1ccc(Br)cc1	-17%	-34%	?	10	14%	?	-10%	-3%	12%
CCOC(=O)N1CCN(C(=O)COc2cc(=O)n(CC)c3ccccc23)CC1	11%	3%	-15%	7	28%	16%[59 µM]	4%	-12%	2%
O=C(O)c1cccc(S(=O)(=O)N2CCCC(c3nc4c(nnn4Cc4ccc(F)cc4)c(=O)[nH]3)C2)c1 (stereo not drawn)	1%	-10%	-10%	4	11%	-5%	37%[activator]	13%	-2%
CCOC(=O)C1=C(C)N=C2SC(C)C(=O)N2C1c1ccc(OCC)c(OCC)c1 (stereo not drawn)	-12%	-2%	-25%	3	39%[activator]	?	1%	-16%	18%
O=C(COc1ccc2ccccc2c1)Nc1cccc2cccnc12	-18%	0%	5%	-3	66%[activator]	-1%[59 µM]	-11%	0%	-4%
O=C(CCc1nnc(CCCc2ccccc2)o1)NCCCC1CCCC1	19%	7%	1%	-1	52%[activator]	.	-6%	?	13%
COc1ccc(CC(=O)Nc2ccc(-c3cn4ccccc4n3)cc2)cc1OC	17%	?	-13%	4	17%	12%	4%	7%	1%
O=C(O)c1ccccc1-c1ccc(/C=C/c2cc(C(F)(F)F)[nH]c(=O)n2)o1	2%	?	-26%	-8	7%	40µM*	-4%	?	-23%
Cc1ccc(N=Cc2c(O)ccc3ccccc23)cc1F	-18%	7%	56µM*	3	0%	1.3µM*	-7%	-14%	2%
CC(C)Oc1ccc(-c2nc3c(C#N)c[nH]n3c2NC2CCCCC2)cc1	-4%	-1%	3%	1	53%[activator]	?	?	74%[activator]	9%
CCN1C(=O)CC(N2CCN(c3ccc(C(=O)c4ccncc4)cc3)CC2)C1=O (stereo not drawn)	-16%	-2%	-18%	5	8%	-9%[59 µM]	7%	13%	0%
Cc1cccc(C)c1NC(=O)CSc1nnc(NC(=O)CN2CCOCC2)s1	21%	?	89µM*	2	11%	7%[0.0925 µM]	-9%	-25%	2%
CC1(C)CC(=O)C2=C(C1)OC(c1ccncc1)C(C#N)=C2N (stereo not drawn)	-6%	-8%	-6%	3	41%[activator]	?	-1%	0%	-11%
CCCC(CCC)C(=O)Nc1ccc2c(c1)N(C(=O)CCN1CCN(C)CC1)c1ccccc1CC2	2%	?	-29%	-4	-6%	.	15%	-16%	-1%
Cc1cc(C)nc(NC(=NCCc2c[nH]c3ccc(Cl)cc23)NC(=O)c2ccccc2C)n1	-1%	-12%	-4%	23	18%	-5%[59 µM]	-10%	0%	-1%
C/C(Cc1ccccc1)=N\NC(=O)CNC(=O)Cc1ccc(Cl)cc1	-9%	-1%	-22%	1	19%	-8%	-5%	17%	14%
COc1ccc(CCNC(=O)C2CCN(Cc3nc(-c4ccc(OC)c(OC)c4)oc3C)CC2)cc1OC	-13%	-23%	0%	-2	25%	-5%[59 µM]	3%	-15%	1%
CNC(=O)NC(=O)C(NC1CCCc2ccccc21)c1ccccc1 (stereo not drawn)	9%	-2%	-14%	-7	24%	?	-1%	-6%	-8%
O=C(CCc1ccccc1)NCc1ccc2c(c1)OCO2	31%	1%	-5%	0	30%	21%	6%	?	10%
CCc1ccc(C2C(C#N)=C(N)N(N(C)C)C3=C2C(=O)CCC3)s1 (stereo not drawn)	5%	-3%	-7%	1	22%	-12%[59 µM]	20%	7%	-6%
N#C/C(=C(/O)CSc1ncn[nH]1)c1nc2ccccc2[nH]1	-16%	?	-13%	0	39%	?	0%	-16%	17%
Cc1cc(C(F)(F)F)n2nc(C)c(-c3ccc(Cl)cc3)c2n1	-12%	-1%	-11%[57.1 µM]	-3	32%	-9%[59 µM]	0%	-20%	-4%
CC(C)(C)OC(=O)N1CCN(C(=O)c2[nH]cnc2C(=O)N[C@@H](Cc2ccccc2)C(=O)OCc2ccccc2)CC1	4%	-2%[57.1 µM]	-19%	2	47%[activator]	.	-10%	18%	7%
CC(C)CNC(=O)CC(c1ccccc1)c1ccccc1	-54%	0%	-11%[57.1 µM]	5	22%	-3%	-8%	3%	5%
O=C(c1ccco1)N1CCN(Cc2cc(=O)c(OCc3ccc(F)cc3)co2)CC1	-8%	0%	7%	3	22%	-24%	3%	-2%	1%
Cc1cccc(OC(C)C(=O)Nc2cc(Cl)ccc2-n2cncn2)c1 (stereo not drawn)	3%	6%	-7%	-2	37%	-6%[12.7 µM]	-1%	-1%	-6%
CCCN(C(=O)C1CCCN(c2ncnc3c2nc2n3CCCCC2)C1)c1ccc(F)cc1 (stereo not drawn)	-12%[56.9 µM]	-24%	-27%	-5	-8%	5%	2%	0%	8%
CN(C(=O)c1ccccn1)C1(C(=O)NC2CCCCC2)CCCCC1	-27%	13%	-5%	-1	13%	22%[12.7 µM]	-1%	0%	-2%
Cc1ccc(OCC(=O)Nc2ccccc2C(=O)OCc2cc(=O)n3ccsc3n2)cc1C	-2%	-4%	-16%	1	10%	-37%[59 µM]	-6%	-19%	-6%
CCC1CN(C(=O)N2CCC(C(=O)NCc3ccc(C)o3)CC2)c2ccccc2O1 (stereo not drawn)	2%&5%	-26%&1%	-15%&-4%	4&2	17%&32%	3%	-12%&0%	16%&-9%	4%&-7%
COc1ccc(C(=O)N2CCN(c3ccc(C(C)=O)cc3F)CC2)cc1S(=O)(=O)NC1CC1	-22%	14%	-5%	2	16%	16%[2.33 µM]	-4%	3%	15%[15.4 µM]
O=C(O)C1C2C=CC(C2)C1C(=O)NCc1ccoc1 (stereo not drawn)	?	3%	-15%	-9	28%	-10%[59 µM]	?	-7%	.
